# Bioassay records (PubChem)
# GLP1R ag – activates the human GLP-1 receptor | Potency, µM (highest dose often 45.6 µM), for inactives: at the top dose activation, hits mostly activators | P43220 | HEK293 GLP-1R CRE-luciferase, luminescence, 4-6 h; cells express a hypersensitive GLP-1R form | hit rate 0.007% among 380,000; also: potency is read from the fitted curve at half-maximal effect; % of control where 0% means no effect
# Target sequence (P43220 whole entry, looked up): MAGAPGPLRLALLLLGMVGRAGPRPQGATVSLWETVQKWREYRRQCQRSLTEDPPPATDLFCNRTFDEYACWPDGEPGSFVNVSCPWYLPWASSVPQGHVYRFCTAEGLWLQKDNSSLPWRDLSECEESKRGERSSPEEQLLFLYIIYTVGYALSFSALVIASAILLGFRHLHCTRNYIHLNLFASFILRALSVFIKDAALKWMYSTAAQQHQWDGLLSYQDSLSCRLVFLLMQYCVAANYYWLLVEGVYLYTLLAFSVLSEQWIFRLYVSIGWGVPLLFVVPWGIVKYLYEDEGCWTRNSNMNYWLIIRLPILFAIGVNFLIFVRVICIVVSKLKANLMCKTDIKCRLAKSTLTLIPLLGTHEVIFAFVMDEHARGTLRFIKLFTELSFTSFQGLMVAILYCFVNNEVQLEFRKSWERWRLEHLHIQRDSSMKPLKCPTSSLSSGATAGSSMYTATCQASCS
# IL-2 act – IL-2 activation. activation, % (series mostly up to about 46 µM). AID 652025. IL-2 activation reporter assay, cell-based qHTS; stimulated with anti-CD3/CD4/CD28 beads; in transgenic mouse T cells. hit rate 0.065% among 360,000; in the data active = activation above about 50%; inconclusive = mostly about 30% to 49%; also: 0% is about no effect
#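 EGFP and DsRed fluorescence is measured by plate cytometry in unstimulated transgenic mouse T cells exposed to compound for 60 minutes, then stimulated 18 hours at 37 degrees C with anti-CD3/anti-CD4 beads plus anti-CD28.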
# GLP1R cytotox – cytotoxicity counter-screen for GLP-1 receptor inverse agonists | HEK293 cAMP-luciferase reporter cells, luminescence, 24 h | Potency, µM (titrated, usually from 38.3 µM), for the others: top-dose activity change, negative = inhibition, usual class: inhibitors | hit rate 0.13% among 410,000 | AID 624418;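 also: loss of luciferase light is scored as toxicity; potency is read from the fitted curve at half-maximal effect; % is scaled to controls: 0 for no effect and ±100 for the full control effect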
#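 Seeding density was 200 cells/uL; after overnight-length (12 h) culture, 23 nL compounds went on for 24 h at 37 °C. Readout used a luciferase detection reagent, luminescence taken after 12 min at room temperature.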
# PTHR1 ag – agonists of human PTHR1 parathyroid hormone receptor | hit rate 0.075% among 410,000 | HEK293 GP2 PTHR1 cells, GloSensor cAMP luminescence, 1 h | Potency, µM (top dose mostly 115 µM), for inactives: at the top dose activation, actives largely listed as activators | AID 743266; also: potency is read from the fitted curve at half-maximal effect; nearly all actives have a fitted effect of over 55% in size; some results filed as inactive show a strong effect at the top dose; inactives centre near -15; many of its hits are not listed in these tables
#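 HEK-293-derived GP2 cells expressing PTHR1 and a GloSensor cAMP reporter, 3,000/well, plated overnight, given luciferin plus IBMX (each 0.5 mM as added) for 1 h at 37 °C, then compound for 1 h at 37 °C. Luminescence was read after 15 min at room temperature.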
# EPAC1 agonist – agonists of human EPAC1; hit rate 0.073% among 360,000; EPAC1 agonist qHTS, biochemical assay; response scale: 100% = response to 6.5 mM cAMP; Potency, µM (doses to about 154 µM), without a hit: top-dose activation, usual class: activators; AID 720707; O95398; also: potency is read from the fitted curve at half-maximal effect; nearly all actives have a fitted effect of over 60% in size
#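 Nucleotide exchange assay: 100 nM EPAC1 with 250 nM Rap1B loaded with BODIPY-GDP and 50 uM GDP, room temperature. Fluorescence (480/540 nm) read every 5 min for 30 min; signal change normalized to 6.5 mM cAMP as full agonist.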
# PLK1 PBD block – PLK1 (human) polo-box domain binding inhibition; hit rate 2.8% among 360,000; P53350; Plk1 PBD binding of FITC phosphopeptide, fluorescence polarization; AID 720504; Potency, µM, for the others: max response, negative = inhibition, usual class: inhibitors; also: potency is read from the fitted curve at half-maximal effect; series mostly up to about 57 µM; % is scaled to controls: 0 for no effect and ±100 for the full control effect; nearly all actives have a fitted effect of over 65% in size
# GLP1R inv ag – GLP-1 receptor (human) inverse agonism | HEK293 GLP-1R CRE-luciferase, luminescence, 24 h; GLP-1R form is constitutively active | hit rate 1.6% among 410,000 | P43220 | Potency, µM (series often up to 38.3 µM), for the others: top-dose activity change, negative = inhibition, actives largely listed as inhibitors | AID 624417; also: potency is read from the fitted curve at half-maximal effect; % is scaled to controls: 0 for no effect and ±100 for the full control effect; nearly all actives have a fitted effect of over 55% in size
#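 HEK293 cells stably co-expressing a cAMP-responsive luciferase reporter and constitutively active GLP-1R were seeded, incubated 12 h, then exposed to compounds for 24 h at 37 C. Luminescence was read 12 min after detection reagent; inverse agonists lower signal.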
# PI5P4Ka inh – PI5P4K alpha (human) kinase inhibition. P48426. PI5P4Kalpha enzyme, ADP-Glo luminescence, 60 min; stronger effect = lower value. max response, %. hit rate 1.2% among 330,000. AID 652105; active = max response of -50% or lower; inconclusive = between -30% and -50%; inactive = -30% or higher; also: value at the top dose of about 77 µM; % is scaled to controls: 0 for no effect and ±100 for the full control effect
# Target sequence (P48426 whole entry, looked up): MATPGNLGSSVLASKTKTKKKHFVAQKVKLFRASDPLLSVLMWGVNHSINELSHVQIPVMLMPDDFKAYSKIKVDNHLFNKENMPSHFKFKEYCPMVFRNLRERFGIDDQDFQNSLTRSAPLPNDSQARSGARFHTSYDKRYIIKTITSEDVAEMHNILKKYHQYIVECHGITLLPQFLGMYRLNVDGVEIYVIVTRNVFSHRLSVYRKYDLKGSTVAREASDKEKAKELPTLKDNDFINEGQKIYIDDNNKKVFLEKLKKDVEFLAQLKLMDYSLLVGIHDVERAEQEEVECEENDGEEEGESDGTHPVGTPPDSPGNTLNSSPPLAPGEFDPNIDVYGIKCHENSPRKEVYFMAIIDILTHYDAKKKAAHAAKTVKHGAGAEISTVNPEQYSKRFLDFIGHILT
#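 Single end-point luminescence (ADP-Glo) quantified ADP from PI5P4Kalpha turnover; ATP 5 microM final, 1 h at RT, 0.1% CHAPS and 0.28 mM EGTA in HEPES pH 7.4.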
# EPAC1 antagonist – antagonists of human EPAC1. O95398. EPAC1 GEF assay, Rap1b-BODIPY-GDP exchange fluorescence. Potency, µM (highest dose often 115 µM), for the others: at the highest dose activity change, negative = inhibition, most hits filed as inhibitors. hit rate 0.14% among 360,000;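 also: potency is read from the fitted curve at half-maximal effect; plate controls were vehicle for no effect and positive control for full effect; nearly all actives have a fitted effect of over 50% in size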
# An asterisk follows results filed as active; i = inactive; u = inconclusive; x = not tested or not shown; & = joins results of further samples; [ ] = dose if it differs, or a comment. Unless noted, calls follow the shape of the dose curve; as a rule, active = well fitted curve in the direction sought with a large enough effect; inconclusive = small, poorly fitted or top-dose-only effect, or another doubt; inactive = no such curve, though single readings can be large; an effect the other way counts as inactive or inconclusive. This is a subset; the hit share may differ from the screen's.
# Second line of a record – GLP1R ag	IL-2 act	GLP1R cytotox	PTHR1 ag	EPAC1 agonist	PLK1 PBD block	GLP1R inv ag	PI5P4Ka inh	EPAC1 antagonist
COc1ccc(N2CCN(S(=O)(=O)CCNC(=O)C3CC(=O)N(c4ccccc4)C3)CC2)cc1 (stereo not given)
  0%	-0.7	-15%&-1%	i	4%	5%	4%&2%	-1	6%
Cc1ccc(SCc2c(C(=O)N/N=C/c3cccs3)nnn2-c2nonc2N)cc1
  -3%	-1.5	-2%	-38%[inhibitor]	-4%	-7%	-20%	u	-7%
COc1ccc(-c2[nH]ncc2/C=C(/C#N)C(=O)NC2CCCCCC2)cc1
  6%	-4.4	-28%	i	-9%	4%	u	-8	1%
O=C(O)c1cc(S(=O)(=O)N2CCN(c3ccccn3)CC2)ccc1Cl
  -4%	0.4	-5%[0.307 µM]	-22%	4%	1%	-8%[0.307 µM]	10	-10%
O=C(O)c1[nH]c2ccccc2c1NS(=O)(=O)Cc1ccccc1
  12%	-1.6	-10%	u	2%	-4%	-7%	-7	-12%
COc1ccc2[nH]c(C(=O)Nc3ncc(C)cc3Br)cc2c1
  8%	-0.4	28%	-23%	6%	-26%	11%	-3	-18%
O=C(NCC(O)c1ccc([N+](=O)[O-])cc1)C(c1ccccc1)c1ccccc1 (stereo not given)
  15%	-0.1	-7%	-19%	2%	-5%	u	-3	-6%
CN1CCN(c2nc3c(c(=O)[nH]c(=O)n3C)n2Cc2ccc([N+](=O)[O-])cc2)CC1
  4%	-0.1	-1%	i	-4%	-6%	13%	0	5%
COc1ccc(C(=O)N2CCN(c3ncccn3)CC2)cc1
  1%	-0.8	-1%	u	-2%	-2%	-2%	0	14%
COc1ccc2nc(NC(=O)c3ccc(F)cc3)sc2c1
  -4%	-1.1	-8%	-6%	-5%	-8%	39%	-1	-1%
N#Cc1cc2c(nc1SC1CC(=O)N(c3ccccc3)C1=O)CCC2 (stereo not given)
  -2%	2.3	3%	-3%	-3%	-8%	u	-10	12%
c1ccc(CSCc2ccccc2)cc1
  4%	0.1	9%	-35%[inhibitor]	-14%	-5%	-7%	4	2%
CCOC(=O)N1CCC(NC(=O)C2CCCN(S(=O)(=O)c3cccnc3)C2)CC1 (stereo not given)
  -3%	-1.9	2%	-16%	-2%	-10%	-4%	5	16%
O=C(N/N=C/c1ccc2c(c1)OCO2)c1ccc(NC(=O)c2ccc(F)cc2)cc1
  9%	0.0	2%	-11%	-6%	-19%	u	-5	-15%
OCCC1CN(Cc2cccn2-c2cccnc2)CCN1C1CCCC1 (stereo not given)
  18%	-1.5	-10%	-4%	4%	0%	-10%	-3	-2%
CC(C)C(CCNC(=O)CC(Cc1ccccc1)c1ccco1)c1ccco1 (stereo not given)
  -8%	0.9	-17%	-17%[57.5 µM]	-11%	-17%	u	x	u
O=C(NC(N1CCOCC1)C(Cl)(Cl)Cl)c1cc([N+](=O)[O-])cc([N+](=O)[O-])c1 (stereo not given)
  -2%	-0.1	-6%	-47%[inhibitor]	6%	-6%	16%	4	0%
CC(C)c1cccc(-c2csc(C(C)(O)c3cccc(F)c3)n2)c1 (stereo not given)
  -8%	-0.8	5%	-18%	-13%	-7%	-26%	5	-15%
CCN(CC)S(=O)(=O)c1ccc2[nH]cc(C(=O)NCCN3CCCCCC3)c(=O)c2c1
  1%	-0.6	3%	i	-8%	-5%	4%	-1	-4%
O=C(NCc1cccs1)C(=O)NCC1OCCCN1S(=O)(=O)c1cc(F)ccc1F (stereo not given)
  3%	-2.6	13%	i	-2%	0%	-7%	-10	4%
CCN(CC(=O)Nc1ccccc1OC)CC(=O)Nc1ccccc1C(F)(F)F
  20%	-0.2	-2%[0.307 µM]	-12%	0%	-11%	3%[0.307 µM]	5	-7%
CCn1c(=O)c2cc(S(=O)(=O)NC3CCCCC3)ccc2n(CC)c1=O
  21%	-1.1	-1%	i	-6%	0%	21%	x	12%
Clc1ccc2oc(-c3cccnc3NCc3ccccc3)nc2c1
  -11%	-0.9	7%	-24%	-4%	-6%	0%	-3	1%
CN(C)c1cc(N/N=C/c2ccccc2C(F)(F)F)nc(N(C)C)n1
  7%	-1.4	-16%	i	-14%	-18%	u	19	-10%
COc1ccc([N+](=O)[O-])cc1NC(=O)C(C)OC(=O)CC1CCCC1 (stereo not given)
  -1%	-0.4	-12%	-16%	-4%	-5%	-26%	-6	-2%
CCOC(=O)c1ccc(NC(=S)N2CCN(c3ccccn3)CC2)cc1
  1%	0.4	-10%	i	-1%	-5%	2%	-2	9%
COc1ccccc1Oc1ccc(N/C=C/C(=O)c2ccco2)cc1
  8%	-0.8	-6%	-42%	10%	-7%	u	u	u
O=C1CC(=O)N(Cc2cccs2)C(=O)N1
  -8%	-2.3	12%	i	0%	-20%	5%	u	-1%
Cc1cccn2cc(CCNS(=O)(=O)c3ccc([N+](=O)[O-])cc3)nc12
  -7%	-2.6	3%	i	6%	-2%	-12%	-1	0%
COc1ccc(/C=N/OCC(=O)Nc2nc3ccccc3s2)cc1OC
  25%	-0.5	0%	-41%	0%	17µM*	60%[activator]	-13	-5%

# Further structures.
# Second line of a record – GLP1R ag	IL-2 act	GLP1R cytotox	PTHR1 ag	EPAC1 agonist	PLK1 PBD block	GLP1R inv ag	PI5P4Ka inh	EPAC1 antagonist
CS(=O)(=O)N1Cc2cc(C(=O)NCC3CC3)nc(-c3cccc(-c4cccnc4)c3)c2[C@H]1CCO
  9%	1.4	3%	-17%	-10%	-4%	15%	8	28%
CC(C)OC(=O)C(CC(=O)O)NCc1ccccc1 (stereo not given)
  4%	0.5	1%	i	7%	-11%	10%	-2	4%
COc1ccc(-c2cn(Cc3ccc(C(=O)NCc4ccc(C)cc4)cc3)c(C(C)N)n2)cc1 (stereo not given)
  11%	-0.2	-6%	-6%	2%	-13%	u	6	-1%
CC(C)(C)NC(=O)C(c1ccccc1)N(C(=O)C1CSC(=O)C1)c1ccccc1 (stereo not given)
  6%	-2.7	-10%	-16%[57.5 µM]	-1%	3%	0%	x	1%
C=CCc1ccc(OCCN2CCc3ccccc3C2)c(OC)c1
  14%	0.3	14%	-1%	-6%	-13%	u	-8	9%
Cc1ccccc1N1CCN(CCCN2C(=O)CC(=C(c3ccccc3)c3ccccc3)C2=O)CC1
  -4%	-0.4	6%	i	7%	-17%	u	5	-7%
Cc1cc(C(=O)Nc2nnc(C3CC3)s2)c(C)s1
  3%	1.1	-12%	-22%	-13%	5%	13%	-1	5%
COc1ccc(S(=O)(=O)Nc2c(C)n(C)n(-c3ccccc3)c2=O)cc1
  3%	-2.2	6%	-9%	2%	-13%	1%	x	-5%
NC(=O)C1CCN(CC(=O)Nc2ccc(S(=O)(=O)N3CCOCC3)cc2)CC1
  13%	-0.4	23%	i	7%	-11%	25%	2	-11%
COc1ccc(Nc2nc(N3CCCCC3)c3ccccc3n2)cc1
  -6%	-1.6	u	-23%	3%	-3%	5.6µM*	1	-4%
O=C(NC1CCCCC1)c1ccc(N2CCCC2=O)cc1
  13%	-0.8	-3%	-4%[57.5 µM]	2%	-20%	13%	-1	7%
COc1ccc(NC(=O)Nc2ccon2)c(OC)c1
  5%	-0.2	3%	i	3%	-3%	0%	-4	7%
CN1CCC(C)(C(=O)Nc2cccc(Oc3ccccc3)c2)C1 (stereo not given)
  2%	-0.2	-9%	i	-14%	2%	u	-5	11%
CCOc1ccccc1NC(=O)CN(c1ccc(OC)cc1)S(=O)(=O)c1c(C)noc1C
  12%	-2.7	-24%	17%[57.5 µM]	12%	-4%	u	10	u
COCCn1c(=O)[nH]c2cc(C(=O)Nc3ccc(OC)cc3)ccc2c1=O
  1%	x	2%	-3%	x	x	-4%	x	x
Cc1ccc(C(O)(CNCc2ccccc2)c2ccccc2)cc1 (stereo not given)
  6%	-4.1	-9%	0%	-7%	2%	u	-6	-20%
Cc1cc([N+](=O)[O-])nn1CC(=O)NCc1nc2ccccc2[nH]1
  1%	-3.0	-6%	i	7%	-4%	13%	3	5%
Cc1ccc2nc(NC(=O)c3ccccc3F)sc2c1
  -22%	4.0	u	-27%	-5%	-5%	u	-6	-9%
COc1ccc(-n2c(SCC#N)nnc2-c2cccnc2)cc1
  2%	-0.3	-5%	i	-1%	-2%	23%	-1	3%
O=C(NCC(c1ccco1)N1CCCC1)c1ccc(S(=O)(=O)Nc2ccc(F)cc2)cc1 (stereo not given)
  0%	-0.2	-1%	-14%	-5%	2%	u	1	-9%
Cc1cc(OCC(=O)NCC2CCC(C(=O)O)CC2)c2c(C)cc(=O)oc2c1 (stereo not given)
  8%	0.2	3%	i	0%	-8%	4%	3	-7%
COc1ccc(OCc2nnc3n2N=C(c2ccc(C)cc2)CS3)cc1
  29%	-1.5	-14%	-47%[inhibitor]	-6%	-19%	-2%	1	-16%
COC(=O)Nc1nc2ccc(C(=O)c3cccs3)cc2[nH]1
  24%&13%	-0.5	-31%	-5%	0%	4%	-66%	4	-2%
O=C(NC1CCN(Cc2ccccc2)CC1)c1cc(Br)c(Br)[nH]1
  0%	1.3	-6%	-4%	-3%	8%	u	15	12%
CCOC(=O)C1(CCOc2ccccc2)CCN(Cc2ccc(NC(C)=O)cc2)CC1
  12%	-4.5	11%	-23%	3%	-15%	u	-7	-13%
COc1ccc(CCNc2cc(C)nc3c(-c4ccccc4)c(C)nn23)cc1OC
  20%	1.3	-16%	-71%[inhibitor]	13%	-4%	u	0	-9%
CCOC(=O)c1sc(C)c2c1NC1(CCCCC1)NC2=O
  20%	0.4	-5%	-5%	5%	-5%	96%[activator]	x	-14%
